From PubChem
Dengue-2 NS5 capping: flavivirus cap methylation enzyme inhibition – biochemical, confirmation dose response, primary screen (AID 588689) | Dengue-2 NS5 methyltransferase capping enzyme assay, biochemical; higher % means a stronger effect | inhibition, % at 25 µM, or IC50 in µM where a hit was titrated | hit rate 0.3% among 340,000; in the data active = a potency from the dose series; inconclusive = inhibition above about 29% without an active follow-up result
Yfh1-off respiration: enhancers of respiration in Yfh1-depleted yeast, dose response, Friedreich's ataxia, plus single-dose screen (AID 1465); S. cerevisiae Yfh1-off respiration, WST-1 reduction, 72 h; higher fold induction means a stronger effect; fold induction at 50 µM; hits with a dose series show EC50 in µM; hit rate 0.074% among 220,000;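 active = fold induction of absorbance versus untreated yeast above a set limit, then at least 30% activation at any dose in follow-up; inconclusive = repeats straddling the limit, or above it without dose testing; inactive = fold induction below the set limit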;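 also: activators that raise dye reduction in frataxin-depleted yeast; strong numbers were not always called active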
SV40 large T antigen: TAg ATPase/helicase activity blockers – biochemical (AID 1903). SV40 large T antigen ATPase/helicase inhibition assay; higher % means a stronger effect. one-dose inhibition, % at 20 µM; IC50 in µM for titrated hits. hit rate 0.39% among 310,000; in the data active = a potency from the dose series; inconclusive = inhibition mostly from about 32% at the one dose, without a potency; inactive = the rest, 99 in 100 with inhibition below about 32%; also: strong numbers were not always called active
NTR1 ag: agonists of NTR1, primary screen, imaging, U2OS cells, beta-arrestin-GFP, high content (AID 493036). P30989. NTR1-U2OS beta-arrestin-GFP spot imaging, agonist mode. activation, % at 20 µM. hit rate 0.17% among 330,000;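 active = activation at or above 40% of the spot to cytoplasm intensity ratio, with at least 20 cells analyzed; inconclusive = wells under 20 cells, flagged as cytotoxic or low count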;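 also: 0% = DMSO without peptide and 100% = 100 nM NTR1 peptide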
Target sequence (P30989 whole entry, looked up): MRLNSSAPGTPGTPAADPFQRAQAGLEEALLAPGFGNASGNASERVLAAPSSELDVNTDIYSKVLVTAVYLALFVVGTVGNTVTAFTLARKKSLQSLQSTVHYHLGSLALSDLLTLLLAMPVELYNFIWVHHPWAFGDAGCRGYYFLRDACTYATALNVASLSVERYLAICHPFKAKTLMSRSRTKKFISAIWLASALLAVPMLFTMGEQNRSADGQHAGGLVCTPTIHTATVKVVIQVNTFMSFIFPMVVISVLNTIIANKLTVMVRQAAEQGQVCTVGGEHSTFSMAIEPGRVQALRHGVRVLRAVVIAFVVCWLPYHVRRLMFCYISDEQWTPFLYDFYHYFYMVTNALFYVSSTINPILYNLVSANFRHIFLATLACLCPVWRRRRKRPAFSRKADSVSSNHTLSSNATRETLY
Rac1 GTP hydrolysis: MgcRacGAP GTPase-activating activity inhibitors, confirmation, biochemical, ADP Hunter fluorescence; MgcRacGAP-stimulated Rac1 GTP hydrolysis, ADP Hunter fluorescence; higher % means a stronger effect; GST-tagged Rac1 F28L mutant substrate; inhibition, % at 30 µM, or IC50 in µM where a hit was titrated; hit rate 0.6% among 340,000; AID 624330;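 active = first-screen hits whose inhibition reached a set limit at any dose in the follow-up dose series; inconclusive = inhibition above the set first-screen limit but never retested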;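 also: fluorescence reports GDP produced by GAP-driven GTP hydrolysis; strong numbers were not always called active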
GPR55 activation: selective activators of receptor GPR55 – imaging, U2OS cells, beta-arrestin-GFP redistribution, primary screen (AID 1961); U2OS GPR55 beta-arrestin-GFP redistribution imaging; higher % means a stronger effect; one-dose activation, % at 10 µM; EC50 in µM for titrated hits; hit rate 0.048% among 290,000;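 active = activation above 40% with more than 50 cells counted in the well; inconclusive = wells holding fewer than 50 cells, flagged as toxic or sparse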;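 also: U2OS osteosarcoma cells stably expressing GPR55 and beta-arrestin-GFP; plate controls were DMSO negative control for no effect and LPI positive control for full effect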
GPR55 antagonists: inhibition of LPI-stimulated GPR55 beta-arrestin translocation – imaging, U2OS, beta-arrestin-GFP, LPI agonist, primary screen (AID 2013); U2OS GPR55 beta-arrestin-GFP translocation imaging, LPI antagonism; higher % means a stronger effect; inhibition, % at 10 µM, or IC50 in µM where a hit was titrated; hit rate 0.13% among 290,000;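 active = spots per cell inhibited over 60%, with over 100 cells counted and total cytoplasm intensity under 500,000; inconclusive = wells with under 100 cells, flagged as likely toxic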;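 also: U2OS cells stably carrying GPR55 and arrestin-GFP stimulated by 5 µM LPI near EC80; imaged beta-arrestin-GFP aggregate spots per cell after agonist stimulation; plate controls were LPI-stimulated DMSO wells for no effect and DMSO wells without LPI for full effect; some results filed as inactive read as strong as hits; confirmed hits need IC50 under 10 µM and bright autofluorescent wells are also inconclusive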
AID2073: inhibitors of Mint1-CaV2.2 protein interaction, biochemical, HTRF (AID 2073); HTRF protein-protein interaction, Mint1-CaV2.2; higher % means a stronger effect; inhibition, % at 20 µM, or IC50 in µM where a hit was titrated; hit rate 0.19% among 290,000; in the data active = inhibition mostly above about 51%, no sharp cut-off; inconclusive = no clear call, values can overlap the other calls; inactive = mostly below about 53%; also: some results filed as inactive read as strong as hits
GPR35 arrestin U2OS: GPR35 antagonists blocking zaprinast-driven arrestin recruitment, primary screen, imaging, U2OS, beta-arrestin-GFP, zaprinast agonist (AID 2058); U2OS GPR35 beta-arrestin-GFP translocation imaging, zaprinast antagonism; higher % means a stronger effect; inhibition, % at 10 µM; hits with a dose series show IC50 in µM; hit rate 0.052% among 290,000;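 active = inhibition of at least 50% with at least 30 cells and total cytoplasm GFP at most 10,000,000; inconclusive = under 30 cells or total GFP of 10,000,000 plus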
NTR1 ag cell count 20 µM: also measured in NTR1 ag; calls as there; cell count; measured here: cell count, cytotoxicity flag
Dengue-2 NS5 capping pilot replicate: recorded beside Dengue-2 NS5 capping, whose call it bears; inhibition, %; measured here: pilot screen replicate inhibition
Starred values were filed as active, the others as inactive; i = inactive; ? = inconclusive; · = no result given.

SMILES | Dengue-2 NS5 capping | Yfh1-off respiration | SV40 large T antigen | NTR1 ag | NTR1 ag cell count 20 µM | Rac1 GTP hydrolysis | GPR55 activation | GPR55 antagonists | AID2073 | GPR35 arrestin U2OS | others
O=C(CSc1nnc2scc(-c3ccccc3)n12)Nc1nsc(-c2ccccc2)n1 | 0.0% | i | 12.4% | 6.9 | 64 | 1.6% | -0.2% | -4.1% | 1.7% | -3.4%
Cc1ccc2c(CN3CCN(S(=O)(=O)/C=C/c4ccccc4)CC3)cc(=O)oc2c1 | -3.6% | i | -2.4% | -0.6 | 42 | 4.1% | -0.8% | 2.3% | 19.3% | 1.1%
COc1ccc(C(=O)NCC(=O)n2nc(C)cc2C)cc1OC | -2.4% | i | 7.6% | 0.2 | 95 | 3.1% | -0.1% | 3.1% | 10.7% | -6.9%
CCOc1ccc(CCNC(=O)COC(=O)c2cccc(OC)c2O)cc1OCC | 6.3% | i | -3.4% | -0.3 | 19 | 6.9% | 0.2% | 4.5% | 4.7% | 10.7%
COc1ccc(C(=O)Nc2ccc(NC(=O)Cc3ccccc3)cn2)cc1 | -10.0% | · | -2.1% | -1.5 | 39 | 9.2% | 0.2% | 1.5% | 16.9% | 20.6%
CCCCc1nnc(NC(=O)CCSc2ccccc2)s1 | -11.2% | i | 21.3% | 1.5 | 53 | 12.6% | 0.0% | -9.7% | 4.8% | -5.7%
COc1ccc(C(=O)NN=C(Cc2ccccc2)Cc2ccccc2)cc1OC | -2.9% | i | 7.5% | -0.3 | 49 | 1.1% | -0.2% | 1.2% | -0.1% | 8.6%
COc1ccccc1C(=O)Nc1ccc2nc3n(c(=O)c2c1)CCCC3 | -2.3% | · | 22.1% | 0.2 | 46 | -2.1% | -0.1% | 11.2% | -3.7% | 3.8%
O=S(=O)(c1cccc(C(F)(F)F)c1)N1CCN(c2nnnn2-c2ccccc2)CC1 | -7.2% | i | 5.5% | 2.5 | 72 | 3.1% | 1.2% | -5.8% | 5.7% | -7.2%
Cc1c(-c2ccc(/C=N/NC(=O)C(=O)Nc3ccccc3F)o2)cccc1[N+](=O)[O-] | · | i | 15.6% | 10.5 | 43 | · | -0.1% | 8.5% | ? | -5.6%
COCC(=O)N(Cc1cc2cc(C)ccc2[nH]c1=O)c1ccc(C)c(C)c1 | -2.3% | · | 10.3% | 2.0 | 49 | 16.2% | -0.3% | -0.2% | 4.8% | -0.1%
CCCNC(=O)c1c(C)cc(=O)oc1C | 0.7% | i | 1.9% | -1.5 | 63 | 10.5% | 0.2% | 9.0% | -0.5% | 14.8%
CC(CNC(=O)C1CCCCC1)NC(=O)C1CCCCC1 (stereo not drawn) | 0.0% | i | -1.5% | -1.4 | 46 | 4.9% | 0.4% | -31.6% | -3.3% | -2.7%
Clc1ccc(Nc2nc(N3CCOCC3)nc(N3CCOCC3)n2)cc1Cl | -7.1% | · | -5.7% | 6.8 | 51 | 13.6% | -0.2% | -29.3% | 3.2% | -2.9%
O=C(Oc1ccccc1Cl)c1ccccc1P(=O)(O)O | -3.5% | i | -5.3% | -0.5 | 64 | 10.1% | -0.1% | -3.0% | 23.2% | -1.5%
O=c1[nH]c2cccc(F)c2n2cccc12 | -5.2% | · | 5.1% | 0.9 | 57 | 1.0% | 0.0% | 4.5% | 11.6% | 3.7%
CCOC(=O)c1ccccc1NC1CC(=O)N(c2ccccc2C)C1=O (stereo not drawn) | -6.5% | i | 8.8% | -1.8 | 66 | 9.7% | 0.0% | -0.2% | 24.4% | -2.7%
COc1ccc([N+](=O)[O-])cc1N(CC(O)Cn1nnc2ccccc21)S(=O)(=O)c1ccc(C)cc1 (stereo not drawn) | -3.4% | i | -1.7% | 1.5 | 84 | 2.7% | 0.0% | 4.7% | 0.2% | -2.6% | Dengue-2 NS5 capping pilot replicate=-7.0
O=C(Nc1cccnc1Cl)c1cc([N+](=O)[O-])ccc1Cl | -3.8% | i | 6.6% | -0.2 | 55 | 3.7% | 0.0% | 4.6% | 2.3% | 9.1%
O=C(Nc1ccon1)Nc1cc(Cl)ccc1Cl | -5.2% | · | 20.0% | 1.1 | 51 | 2.9% | -0.1% | 15.2% | -1.2% | -0.6%
O=C(Nc1ccccc1N1CCCCC1)C1CCN(S(=O)(=O)c2ccccc2C(F)(F)F)CC1 | 2.2% | · | -1.4% | 2.5 | 53 | -6.5% | · | · | · | ·
O=C(/C=C/c1cccs1)NC(=S)NNC(=O)Cc1cccs1 | 13.4% | i | 17.3% | 1.7 | 52 | 12.6% | 0.5% | 8.5% | -11.2% | 10.7%
O=C(Cc1cnc2ncnn2c1)N1CCc2c([nH]c3ccccc23)C1c1ccccc1F (stereo not drawn) | -8.0% | i | 24.5% | 2.8 | 40 | 4.5% | 0.2% | 9.7% | 8.6% | 8.9%
Nc1cccc(C(=O)OCC(=O)c2ccccc2)c1 | -0.7% | i | -0.7% | -0.6 | 50 | 6.2% | 0.2% | 4.2% | 1.8% | -0.8%
CC(C)(NC(=O)N1CCOCC1)c1cccc(C(C)(C)NC(=O)N2CCOCC2)c1 | -8.0% | i | · | -0.1 | 49 | 6.5% | · | · | · | ·
CCOC(=O)C1CCCCN1C(=O)CCc1c(C)nc2ncnn2c1C (stereo not drawn) | -6.8% | i | 10.2% | -0.6 | 89 | 0.2% | 0.3% | 0.7% | 6.0% | 6.0% | Dengue-2 NS5 capping pilot replicate=-5.5
COc1ccccc1OCc1nc(C#N)c(NCc2ccco2)o1 | -3.2% | i | 1.4% | -1.4 | 54 | 8.1% | -0.1% | 3.4% | -2.1% | 8.6%
Cc1ccccc1CN1C(=O)CS/C1=N/N=C/c1ccco1 | -5.4% | i | 17.6% | 0.7 | 56 | 5.4% | -0.1% | 4.8% | 3.0% | 8.6%
COc1ccc(COC(=O)Oc2ccc(CNC(C)=O)cc2OC)c([N+](=O)[O-])c1 | -3.5% | · | 7.2% | 2.5 | 82 | 9.5% | · | · | · | ·
O=C(NCc1cccs1)C1CCN(S(=O)(=O)c2ccc(Cl)cc2)CC1 | -5.5% | i | -7.5% | 1.2 | 45 | 4.5% | -0.3% | 4.9% | 30.1% | 10.1%
O=C(Nc1ccc(S(=O)(=O)Nc2ncccn2)cc1)c1cccnc1 | -5.9% | i | 13.7% | 0.7 | 51 | -2.0% | -0.2% | -5.1% | 2.0% | 8.4%
CCOC(=O)Cc1csc(NC(=O)c2ccncc2)n1 | 2.6% | i | -4.8% | 0.5 | 73 | 4.3% | 0.7% | -3.5% | -0.2% | 3.2%
COc1cc2oc3ccc(C#Cc4ccccn4)cc3c(=O)c2cc1OC | -6.6% | i | 10.9% | 7.0 | 49 | 8.7% | · | · | · | ·
CCc1ccccc1NC1c2ccccc2C(=O)N1c1cccnc1 (stereo not drawn) | -3.2% | i | 3.5% | 4.2 | 55 | 8.0% | 0.0% | 3.7% | 7.3% | -7.3%
O=C(COC(=O)CCCN1C(=O)c2cccc3cccc(c23)C1=O)Nc1cccc(C(F)(F)F)c1 | -5.8% | i | 4.0% | 0.4 | 62 | 6.3% | -0.2% | -1.2% | 7.3% | 1.5%
CCOc1ccc(NC(=O)Cc2cccc3ccccc23)c([N+](=O)[O-])c1 | -15.6% | i | -0.1% | 1.9 | 72 | 6.9% | -0.2% | 3.4% | 3.0% | -7.1%
O=C(Nc1ccccc1)c1cccc(S(=O)(=O)N2CCCCC2)c1 | 3.1% | i | 1.4% | -1.9 | 75 | 2.9% | -0.1% | · | 4.1% | 11.3% | Dengue-2 NS5 capping pilot replicate=-6.4
CCOC(=O)C1(Cc2ccccc2)CCN(Cc2ccc3cc(NC(C)=O)ccc3n2)CC1 | -3.7% | i | 0.0% | -0.2 | 51 | -0.8% | 1.0% | 23.6% | 4.1% | 6.0%
Cc1ccc(CNC(=O)c2cc3c(=O)n(C)c4ccccc4c3n2C)o1 | 0.0% | i | 7.5% | 6.6 | 70 | 6.2% | -0.1% | 4.1% | -9.3% | 3.3%
Cc1cc(NC(=O)CSc2nnc(Nc3ccccc3C)s2)no1 | -6.2% | i | 5.7% | -0.4 | 64 | 7.4% | 0.5% | 5.5% | 3.3% | -11.7%
Cc1cccc(-n2cnc(C(=O)Nc3cccnc3)c2)n1 | -3.5% | i | 8.0% | -1.1 | 45 | 3.4% | 0.3% | -0.5% | -3.2% | -2.5%
CCn1c2ccccc2c2cc(CN3CCN(S(C)(=O)=O)CC3)ccc21 | 3.3% | i | -1.8% | 1.4 | 79 | 6.4% | -0.3% | 3.6% | 4.1% | -10.4%
Cc1ccc(SCCCCN2C(=O)NC(C)(C)C2=O)cc1 | -2.4% | i | 4.3% | 1.2 | 34 | 2.2% | 0.2% | 0.3% | 8.7% | -6.2%
CCOC(=O)N=S(N)(=O)c1ccccc1 (stereo not drawn) | -0.8% | i | 11.9% | 1.1 | 71 | 3.1% | 0.0% | 2.8% | 22.9% | -10.2%
CC(C)c1ccc(/C=C2\SC(=O)N(CC(=O)NC3C=CS(=O)(=O)C3)C2=O)cc1 (stereo not drawn) | 8.6% | · | 12.3% | 3.2 | 66 | 12.9% | -0.2% | 1.8% | 33.6% | -1.3%
CCCCC(=O)NC(c1ccco1)c1c(O)ccc2ccccc12 (stereo not drawn) | -4.5% | i | 6.0% | -0.4 | 50 | 19.4% | 0.2% | 14.5% | -16.7% | -9.3%
O=C(C1CCC1)N1CCc2cc(S(=O)(=O)N3CCN(c4ccccn4)CC3)ccc21 | -4.5% | i | 13.1% | 5.9 | 46 | 4.8% | 0.3% | 1.4% | -12.3% | -2.3%
OCC[C@H]1C[C@@H](O)[C@H](O)[C@]2(CCCc3ccccc3O2)O1 | 4.1% | · | 17.0% | 1.1 | 55 | 3.0% | · | · | · | ·
COc1ccc(/C=C2\N=C3CCCCCN3C2=O)cc1 | -5.4% | i | 4.0% | -0.5 | 77 | 9.4% | 0.5% | -0.6% | 12.9% | -0.1%
O=C(CSc1nc(O)c(C2CCCCC2)c(=O)[nH]1)Nc1ccc(F)cc1 | -7.5% | · | 0.6% | -1.0 | 47 | 9.6% | -0.2% | 12.8% | 2.4% | -4.5%
